# FXN GAA850 act – FXN promoter activators, primary screen, cell-based, luciferase luminescence, HEK293 lucGAA850; HEK293 lucGAA850 FXN promoter luciferase reporter, 24 h; percent of 10 µM SAHA response; activation, % at 6 µM; 0.56% of 360,000 active; AID 540364, 2011;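 active = activation above the average of all compounds screened plus 3 SD, cutoff fixed separately per campaign, cut at about 7.5% in these data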;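 note: 0% = DMSO wells and 100% = 10 µM SAHA wells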
# ADAM10 inh – human ADAM10 inhibitors, primary screen, biochemical, QFRET, HTS | 0.62% of 370,000 active | AID 720582, 2013 | Disintegrin and metalloproteinase domain-containing protein 10 (Homo sapiens), O14672 | recombinant ADAM10, EDANS/DABCYL FRET peptide cleavage, 3 h | inhibition, % at 7 µM;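 active = inhibition above a per-campaign cutoff equal to the mean of compounds falling between control-based bounds plus 3 SD, cut at about 20% in these data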;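 note: 0% = DMSO wells while the 100% control is not disclosed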
# Target sequence (O14672 214-748 limits assumed): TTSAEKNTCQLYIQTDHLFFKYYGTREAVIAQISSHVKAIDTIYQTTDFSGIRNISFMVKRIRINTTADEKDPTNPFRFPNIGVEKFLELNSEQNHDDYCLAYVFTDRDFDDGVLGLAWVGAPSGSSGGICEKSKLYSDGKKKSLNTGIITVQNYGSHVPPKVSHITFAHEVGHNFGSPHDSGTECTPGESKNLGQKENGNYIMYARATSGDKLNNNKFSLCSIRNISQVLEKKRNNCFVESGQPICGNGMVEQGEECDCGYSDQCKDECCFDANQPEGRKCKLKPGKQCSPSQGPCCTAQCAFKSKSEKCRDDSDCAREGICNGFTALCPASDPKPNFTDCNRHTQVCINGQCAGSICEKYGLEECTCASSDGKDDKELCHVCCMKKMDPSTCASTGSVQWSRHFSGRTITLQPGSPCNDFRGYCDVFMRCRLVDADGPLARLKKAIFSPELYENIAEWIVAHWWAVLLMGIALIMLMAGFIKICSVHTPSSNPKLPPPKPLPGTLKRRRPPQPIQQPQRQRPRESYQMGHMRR
# GC-A act – GC-A stimulated cGMP production enhancers – HEK293 GC-A cells, cGMP TR-FRET, EC30 ANP, primary screen. Atrial natriuretic peptide receptor 1 (Homo sapiens), P16066. 0% at EC30 ANP, 100% saturating ANP. activation, % at 10 µM. 0.14% of 370,000 active. AID 1671463, 2021; in the data active = activation above about 40%
# proKLK7 act – proKLK7 zymogen activators, primary screen, biochemical, fluorescence intensity. 0.9% of 370,000 active. AID 652039, 2013. purified proKLK7, EDANS-DABCYL substrate fluorescence; 100% is mature enzyme control, 0% vehicle. activation, % at 7 µM;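 active = activation above the mean of all tested compounds plus 3 SD, computed per campaign excluding outliers beyond control limits, cut at about 13% in these data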
# GC-B act – human GC-B receptor activators, primary screen, HEK293 GC-B cells, cGMP TR-FRET, EC30 CNP | 0.11% of 370,000 active | activation, % at 10 µM | 0% at EC30 CNP, 100% saturating CNP | AID 1920062, 2024 | Atrial natriuretic peptide receptor 2 (Homo sapiens), P20594;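 active = activation at 10 µM reaching about 35% in either raw or pattern-adjusted values, limit read from the data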
# DDE Tn6 FP inh – inhibitors of Tn6 peptide binding to fibrin DD(E), primary screen, biochemical, fluorescence polarization, human fibrin, Tn6 probe; inhibition, % at 8.3 µM; 0.21% of 370,000 active; Fibrin DD(E) TRITC-Tn6 fluorescence polarization displacement; Fibrinogen beta chain (Homo sapiens), P02675;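 active = inhibition above a per-campaign cutoff: mean of compounds within control limits plus 3 SD, cut at about 15% in these data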;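 note: 0% = median of all compound wells on the plate and 100% = blocking peptide control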
# rCAG binder – binders of r(CAG) RNA repeats, primary screen, biochemical, fluorescence; inhibition, % at 3 µM; r(CAG) RNA repeat, TO-PRO-1 dye displacement fluorescence; 1.3% of 370,000 active;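 active = inhibition above the plate cutoff, the mean of all test compounds on that plate plus 3 SD, cut at about 35% in these data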;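 note: 0% = DMSO alone and 100% = 100 µM mitoxantrone as full dye displacement; higher means more dye released from RNA so lower well fluorescence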
# ASAP1 GAP inh – inhibitors of human ASAP1 ArfGAP activity, primary screen, biochemical, fluorescence polarization | Arf-GAP with SH3 domain, ANK repeat and PH domain-containing protein 1 (Homo sapiens), … | ASAP1-stimulated ARF1 GTP hydrolysis, GDP FP detection | inhibition, % at 16.5 µM | 0.19% of 360,000 active; in the data active = inhibition above about 25%;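 note: 0% = vehicle with enzyme and substrate and 100% = no enzyme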
# Target sequence (Q9ULH1 325-724 limits assumed): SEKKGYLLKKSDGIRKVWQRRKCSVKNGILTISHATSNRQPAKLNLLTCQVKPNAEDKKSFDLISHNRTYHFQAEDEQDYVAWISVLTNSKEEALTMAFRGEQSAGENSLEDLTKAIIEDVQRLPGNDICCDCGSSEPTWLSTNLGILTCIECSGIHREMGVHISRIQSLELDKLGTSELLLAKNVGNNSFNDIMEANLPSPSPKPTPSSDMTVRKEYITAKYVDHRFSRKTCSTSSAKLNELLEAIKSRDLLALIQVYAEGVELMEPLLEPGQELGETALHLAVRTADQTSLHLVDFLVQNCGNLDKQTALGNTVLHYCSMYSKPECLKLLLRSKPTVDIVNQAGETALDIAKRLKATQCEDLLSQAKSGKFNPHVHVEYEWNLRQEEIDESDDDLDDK
# sPLA2-III inh – human group III sPLA2 inhibitors, primary screen, biochemical, QFRET, BODIPY PC-A2 liposome substrate; Group 3 secretory phospholipase A2 (Homo sapiens), Q9NZ20; inhibition, % at 12.2 µM; AID 743126, 2013; QFRET BODIPY PC-A2 liposome hydrolysis, fluorescence; 0.56% of 370,000 active;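 active = inhibition above mean plus 3 SD of compounds lying within the high and low control bounds, cut at about 19% in these data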;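 note: 0% = median of test compound wells and 100% = no enzyme DMSO wells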
# ARFGAP1 inh – inhibitors of rat ARFGAP1 GAP activity, primary screen, biochemical, fluorescence polarization, GDP tracer; 0.26% of 360,000 active; inhibition, % at 16.5 µM; ADP-ribosylation factor GTPase-activating protein 1 (Rattus norvegicus), Q62848; Arfgap1-stimulated ARF1 GTP hydrolysis, GDP FP detection;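 active = inhibition above a per-plate limit, mean inhibition of low control wells plus 3 SD, cut at about 25% in these data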;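 note: 0% = DMSO wells with enzyme and 100% = wells lacking Arfgap1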
# Target sequence (Q62848 1-136 limits assumed): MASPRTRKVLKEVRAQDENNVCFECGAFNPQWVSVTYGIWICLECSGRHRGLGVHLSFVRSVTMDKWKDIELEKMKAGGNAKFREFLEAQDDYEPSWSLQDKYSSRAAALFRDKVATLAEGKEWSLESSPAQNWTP
#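 Material: truncated rat Arfgap1 GAP domain; Incubation: compound-enzyme preincubation 20 min, reaction 120 min, detection 60 min, 25 °C; Read-out: percent inhibition of Arfgap1-stimulated GTP hydrolysis; Technique: FP, GDP Alexa 633 tracer displaced from anti-GDP antibody, 620/688 nm; Controls: No-Arfgap1 wells (100%) versus DMSO full-reaction wells (0%); Replication: single well per compound.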
# The depositor's hits bear a star; nt = no result given.
1) Cc1nnsc1C(=O)NC1CCCc2c1cnn2-c1ccc(C(C)(C)C)cc1 (stereo not drawn)
2) O=S(=O)(Nc1ccc(-c2csc(-c3ccccc3)n2)cc1)c1ccccc1
3) CC1(C)CC(=O)C2=C(C1)N=C1SCCC(=O)N1C2c1ccc(C(F)(F)F)cc1 (stereo not drawn)
4) COc1ccc(CN2CCNC(=O)C2CC(=O)NCC2CCOCC2)c(C)c1C (stereo not drawn)
5) CCCC(=O)c1cc(F)c(N2CCN(S(=O)(=O)c3ccccc3)CC2)cc1C
6) CC(C)(C)CC(=O)Nc1cc2c3c(c1)CCN3C(=O)CC2
7) COc1cc(C2C(C#N)=C(N)N(N(C)C)C3=C2C(=O)CCC3)ccc1O (stereo not drawn)
8) CCC(=O)n1nc(-c2ccco2)nc1N
9) Cn1ccnc1SCC(=O)Nc1cccc([N+](=O)[O-])c1
10) O=C1[C@@H]2[C@@H]3C[C@@H]([C@H]4ON=C(c5ccc(OCc6ccccc6)cc5)[C@@H]34)[C@@H]2C(=O)N1c1ccc2c(c1)OCO2

assay / compound	1	2	3	4	5	6	7	8	9	10
FXN GAA850 act	-5.6	1.0	-0.9	-1.5	-1.1	1.1	1.1	-2.9	0.6	2.9
ADAM10 inh	-2	13	-1	6	3	10	-1	-2	8	6
GC-A act	1	0	-3	6	-5	1	-2	-4	2	1
proKLK7 act	0.4	-0.5	2.7	0.5	1.3	0.0	0.0	0.8	0.0	-0.1
GC-B act	2	-8	1	5	-4	-1	3	4	2	-1
DDE Tn6 FP inh	1	-4	-3	6	0	-4	1	-1	3	-1
rCAG binder	-4	22	-7	1	-12	0	3	0	1	7
ASAP1 GAP inh	4	6	5	1	-4	-23	-7	-1	-1	-6
sPLA2-III inh	-7	-51	-2	5	-2	0	-8	0	1	1
ARFGAP1 inh	4	6	8	8	0	-4	9	4	-14	-5

11) Cc1nc(Cl)sc1C(=O)Nc1ccc(C(F)(F)F)cc1
12) CCOc1ccc(C(=O)NCC(=O)OCC(=O)N2CCCCC2)cc1
13) Cc1cc(NC(=S)N(CCN2CCCCC2)Cc2ccco2)ccc1Cl
14) Cc1ccc(CSc2nnc([C@@H]3CCCN3)o2)cc1
15) CN(C)C(=S)c1ccc2ccccc2n1
16) COc1cccc(-c2nnc(SCC(=O)OC(C)C)n2N)c1
17) CCOc1ccc(OCCCC(=O)N2CCN(S(=O)(=O)c3ccc(Cl)cc3)CC2)cc1
18) O=C(O)CCN=Cc1c(O)c2ccccc2oc1=O
19) COc1ccc(NC(=O)c2ccc(-n3c(C)ccc3C)cc2)c(OC)c1
20) COc1ccc(-c2cc(C(=O)Nc3cccnc3Cl)no2)cc1

assay / compound	11	12	13	14	15	16	17	18	19	20
FXN GAA850 act	1.1	1.1	1.3	2.4	0.6	2.0	1.0	-0.8	5.8	1.1
ADAM10 inh	0	-3	7	-1	11	1	0	2	5	-3
GC-A act	5	1	-1	0	1	-1	-3	6	2	1
proKLK7 act	0.7	-0.1	0.5	-0.2	0.2	0.1	-0.2	-0.1	-0.8	0.2
GC-B act	-1	2	-2	-2	4	0	-2	-2	-2	0
DDE Tn6 FP inh	-1	-9	-7	3	4	1	3	4	0	10
rCAG binder	-4	-3	-1	-3	0	0	-3	3	11	1
ASAP1 GAP inh	4	12	-5	-12	13	7	-3	-2	-12	-2
sPLA2-III inh	4	8	7	1	-4	-1	3	-2	-4	3
ARFGAP1 inh	0	7	4	0	4	10	-4	-14	-9	12

21) CN(CC(=O)N1CCN(c2ccccn2)CC1)S(=O)(=O)c1ccc(Br)cc1
22) CCN(CC(=O)N1CCc2ccccc2C1)S(=O)(=O)c1ccc2ccccc2c1
23) N#CCC(=O)N/N=C/c1cn(Cc2ccc3ccccc3c2)c2ccccc12
24) O=C(COC(=O)/C=C/c1ccccc1Cl)NCc1ccco1
25) O=C(COc1ccc(Cl)cc1Br)Nc1ccccc1N1CCCC1
26) Cc1cc(OCC(=O)N2CCN(c3ccccn3)CC2)c(C)cc1Br
27) CCN(CC)CCNC(=O)/C(=C\c1cccn1C)NC(=O)c1cccs1
28) COc1ncccc1-c1nnn(-c2ccc(C)cc2)n1
29) CCOc1ccc(N2CC(C(=O)Nc3nnc(CC)s3)CC2=O)cc1 (stereo not drawn)
30) O=C(NCCC1=CCCCC1)c1cc(COc2ccc(F)cc2Cl)on1

assay / compound	21	22	23	24	25	26	27	28	29	30
FXN GAA850 act	-2.6	-1.2	2.3	-1.4	0.2	2.3	-0.9	1.5	2.8	-0.9
ADAM10 inh	-21	5	-3	-11	-2	-4	-4	-4	-2	2
GC-A act	-1	1	5	-3	-1	-4	-3	1	-1	5
proKLK7 act	-0.1	-0.3	0.3	-0.1	0.1	0.1	-0.4	0.1	0.3	0.2
GC-B act	6	-3	0	-1	-2	-4	2	-3	-3	-5
DDE Tn6 FP inh	-3	1	-8	3	-1	-1	-5	-3	7	6
rCAG binder	-6	2	14	0	-2	-7	-2	-4	-1	-3
ASAP1 GAP inh	0	1	7	-8	-2	0	-5	-4	22	5
sPLA2-III inh	-1	-13	-32	-3	7	0	2	0	-4	3
ARFGAP1 inh	-6	4	14	6	10	2	5	-5	10	6

31) NC(=O)NC(=O)CSc1nc2sc(-c3ccccc3)cc2c(=O)n1-c1ccccc1
32) Cc1ccc(NC(=O)c2ccc(S(=O)(=O)NCC3CCCO3)cc2)cc1C (stereo not drawn)
33) O=C(N/C(=C/c1cccc([N+](=O)[O-])c1)C(=O)N1CCCC1)c1ccccc1
34) Cc1nc(C)n(C(C)CNS(=O)(=O)c2ccc(C)c(C)c2)n1 (stereo not drawn)
35) CC1CCCCN1C(=O)c1ccc(C(=O)N2CCCCC2C)cc1 (stereo not drawn)
36) CN(Cc1ccc(Cl)c(Cl)c1)C(C(=O)NCc1ccccc1)c1ccco1 (stereo not drawn)
37) Cc1c(Cl)cnc(NC(=O)COC(=O)c2cc3c(s2)CCC(C)C3)c1Cl (stereo not drawn)
38) CCCCNC(=O)c1ccc2c(=O)n(CCCOCC)c(=S)[nH]c2c1
39) NS(=O)(=O)c1ccc(CCNC(=O)Cc2ccc(Cl)cc2)cc1
40) O=C(CSc1ccc(Cl)cc1)N1CCN(c2c(Cl)cccc2[N+](=O)[O-])CC1

assay / compound	31	32	33	34	35	36	37	38	39	40
FXN GAA850 act	-6.1	-1.1	0.0	-0.2	-0.7	nt	1.1	3.0	2.1	1.0
ADAM10 inh	3	-1	-4	-5	0	-3	1	7	0	6
GC-A act	9	3	6	4	3	3	-5	-2	-1	-16
proKLK7 act	0.0	0.2	-0.6	-0.4	0.1	0.0	0.4	-0.1	0.3	-0.3
GC-B act	33	0	2	2	2	-4	-1	2	0	-18
DDE Tn6 FP inh	1	10	9	-4	5	-4	6	-2	-2	2
rCAG binder	1	-2	0	-1	-2	4	8	1	6	10
ASAP1 GAP inh	5	5	-12	7	8	1	-12	-12	1	3
sPLA2-III inh	-2	-12	3	0	6	-6	6	5	4	-4
ARFGAP1 inh	3	-1	-13	-8	-12	4	-5	0	-18	-7

# Records 37 through 40 of the list above:
37) Cc1c(Cl)cnc(NC(=O)COC(=O)c2cc3c(s2)CCC(C)C3)c1Cl (stereo not drawn)
38) CCCCNC(=O)c1ccc2c(=O)n(CCCOCC)c(=S)[nH]c2c1
39) NS(=O)(=O)c1ccc(CCNC(=O)Cc2ccc(Cl)cc2)cc1
40) O=C(CSc1ccc(Cl)cc1)N1CCN(c2c(Cl)cccc2[N+](=O)[O-])CC1

assay / compound	37	38	39	40
FXN GAA850 act	1.1	3.0	2.1	1.0
ADAM10 inh	1	7	0	6
GC-A act	-5	-2	-1	-16
proKLK7 act	0.4	-0.1	0.3	-0.3
GC-B act	-1	2	0	-18
DDE Tn6 FP inh	6	-2	-2	2
rCAG binder	8	1	6	10
ASAP1 GAP inh	-12	-12	1	3
sPLA2-III inh	6	5	4	-4
ARFGAP1 inh	-5	0	-18	-7

# Additional results
41) Cc1ccc(Cn2c(-c3nonc3N)nc3ccccc32)cc1
42) COc1ccc([C@H]2OC(=O)C[C@H]2C(=O)N2CCCCC2)cc1OC
43) Cc1ccc(C(=O)Nc2cc(Cl)ccc2N2CCCCC2)s1
44) CCn1cc(C(=O)NCCCN2CCN(C)CC2)c(=O)c2cc(S(=O)(=O)N3CCc4ccccc4C3)ccc21
45) Cc1cc(N2CCCN(C)CC2)nc2cc(Cl)ccc12
46) CCCn1c(SCC(=O)NCc2ccccc2)n[nH]c1=O
47) COc1ccc(-c2nc(CS(=O)CC(=O)NCc3ccc4c(c3)OCO4)c(C)o2)cc1OC (stereo not drawn)
48) CC(=O)Nc1ccc(S(=O)(=O)N2CCCN(c3nc(C)cc(C)c3C#N)CC2)cc1
49) COc1ccc(/C(N)=N/OC(=O)CSc2ccc(C)cc2)cc1
50) C[C@H](CO)N1C[C@H](C)[C@H](CN(C)S(=O)(=O)c2cccc(F)c2)Oc2ncc(-c3cccc(C(=O)N(C)C)c3)cc2C1=O
51) CNC(=S)N1N=C(c2ccc(OC)cc2)CC1c1ccccc1Cl (stereo not drawn)
52) CCOC(=O)C(=O)c1c(-c2ccc(C)cc2)nc2ccccn12
53) Cc1ccc(N(CC(=O)NCc2ccc(Cl)cc2)S(C)(=O)=O)cc1

assay / compound	41	42	43	44	45	46	47	48	49	50	51	52	53
FXN GAA850 act	4.1	nt	1.0	-2.2	1.1	-1.4	1.9	1.4	1.8	-1.6	2.3	0.3	-0.3
ADAM10 inh	8	0	0	1	-83	-83	13	-262	8	-3	0	4	-3
GC-A act	6	3	-2	1	1	2	-2	-2	-5	0	-2	nt	1
proKLK7 act	0.3	-0.1	0.0	0.5	0.6	-0.4	-0.8	0.8	0.1	-0.4	1.0	-0.1	-0.3
GC-B act	6	15	4	3	-7	-3	-4	2	-2	0	2	nt	4
DDE Tn6 FP inh	4	3	10	4	-11	9	-4	1	-7	4	-10	4	3
rCAG binder	2	-1	-1	-2	2	1	3	-3	1	2	2	-6	-6
ASAP1 GAP inh	-3	nt	-1	-4	-1	4	-6	9	1	-1	3	-2	-10
sPLA2-III inh	-6	15	-1	-2	-8	0	-2	-1	1	8	-4	1	6
ARFGAP1 inh	6	nt	-8	0	0	7	-8	-6	11	6	8	11	9
